DTT redox prof: compounds producing H2O2 with reducing agent – biochemical, NIH compound library profiling, artefact control for MLSCN library redox annotation, primary screen; AID 878; 0.03% of 200,000 active; activation, % at 10 µM; DTT-dependent redox cycling H2O2, phenol red/HRP absorbance; 100% = 100 µM peroxide control, 0% = buffer;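 active means activation of at least 50% relative to the plate's high and low controls in the primary single-dose screen; inactive means activation below 50%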;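 further: compound incubated with DTT at 0.8 mM final as the reducing agent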
Hsp70 act: switches on Hsp70 transcription | HeLa Hsp70 promoter luciferase reporter, luminescence; scaled: vehicle 0, proteasome-inhibitor control 100% | AID 1203 | 0.04% of 200,000 active | activation, % at 10 µM;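 active means activation above the mean across all tested compounds plus 3 SD, cutoff set per campaign, cut at about 5.5% in these data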;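 further: 100% = MG132 at 30 µM as the positive control and 0% = DMSO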
PMI act hi M6P: activators of human phosphomannose isomerase at near-saturating mannose 6-phosphate. P34949. coupled PMI enzyme assay, resazurin fluorescence, 20 min; hits give high values; 1 = untreated enzyme, 0 = substrate-free blank. activation factor at 20 µM. 0.34% of 190,000 active;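 active means activation factor of 2 or more at 20 µM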
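Test system: human phosphomannose isomerase with PGI, G6PDH, diaphorase coupling enzymes / Doses: 20 µM compound, 1% DMSO / Times: enzyme reaction with compound 20 min at room temperature / Measured by: Diaphorase-driven resazurin-to-resorufin fluorescence, excitation 544, emission 590 nm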
Diaphorase inh: counter-screen for diaphorase-based assays: diaphorase inhibitors and chemical oxidizers | AID 1217 | inhibition, % at 20 µM | 0.69% of 190,000 active | diaphorase resazurin-to-resorufin fluorescence, NADH, 16 min; bacterial (C. kluyveri) enzyme, not human;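 active means primary screen inhibition at 20 µM above a set limit, cut at about 50% in these data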;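 further: plate controls were DMSO with full reaction for no effect and wells lacking NADH for full effect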
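Test system: diaphorase enzyme from Clostridium kluyveri; amount: diaphorase at 0.14 U/mL in enzyme working solution; detection: fluorescence of resorufin formed from resazurin, Ex 544/Em 590 nm; times: reaction incubation of 16 min at room temperature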
Diaphorase act: diaphorase activation or chemical reduction counter-screen. Diaphorase/resazurin coupled assay, resorufin fluorescence, 16 min; hits give high values; 1 = vehicle wells, 0 = NADH-free wells. activation factor at 20 µM. 0.005% of 190,000 active;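 active means diaphorase activity raised at least twofold by the compound at 20 µM; inactive means activation factor below 2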
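Assay system: bacterial diaphorase enzyme (C. kluyveri) / Input: enzyme 0.07 U/mL final / Medium: 50 mM HEPES pH 7.4 with 4.542 mM MgCl2, 0.005% Tween 20 / Doses: single compound dose of 20 µM, 1% DMSO final / Incubation: 16 min enzyme reaction, ambient temperature / Signal: fluorescence, excitation 544 nm and emission 590 nm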
G6PDH CS: L. mesenteroides G6PDH inhibition counter-screen. Purified L. mesenteroides G6PDH, diaphorase/resazurin coupled fluorescence, 45 min. inhibition, % at 5 µM. 0.12% of 200,000 active
S1P3 antagonist: S1P3 (human) receptor antagonism; CHO S1P3 NFAT-BLA reporter, FRET fluorescence, antagonist mode; 0.27% of 170,000 active; inhibition, % at 4.98 µM; Q99500;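 active means inhibition above the plate cutoff, the mean inhibition of test wells on that plate plus 3 SD, cut at about 28% in these data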;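 further: cells challenged with S1P at its EC80 of 0.8 µM; blue over green emission ratio from cleaved BLA substrate after 4 h stimulation; 0% = S1P-stimulated wells and 100% = unstimulated DMSO-only wells; some compounds past the cut are filed as inactive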
L major viab: Leishmania major promastigote growth inhibition; Leishmania major promastigotes, resazurin fluorescence viability; inhibition, % at 10 µM; 9% of 200,000 active; AID 1063;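 further: promastigotes grown with compound for 44 hours at 28 °C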
TLR4 MyD88 comp: TLR4-MyD88 interaction inhibition in cells; O00206+Q99836; HeLa CL3-4 TLR4/MyD88 BLA complementation, FRET ratio; 0.18% of 200,000 active; inhibition, % at 8.4 µM; in the data active means inhibition above about 25%;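 further: 0% = vehicle and 100% = reference inhibitor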
Target sequence (O00206 whole entry, looked up): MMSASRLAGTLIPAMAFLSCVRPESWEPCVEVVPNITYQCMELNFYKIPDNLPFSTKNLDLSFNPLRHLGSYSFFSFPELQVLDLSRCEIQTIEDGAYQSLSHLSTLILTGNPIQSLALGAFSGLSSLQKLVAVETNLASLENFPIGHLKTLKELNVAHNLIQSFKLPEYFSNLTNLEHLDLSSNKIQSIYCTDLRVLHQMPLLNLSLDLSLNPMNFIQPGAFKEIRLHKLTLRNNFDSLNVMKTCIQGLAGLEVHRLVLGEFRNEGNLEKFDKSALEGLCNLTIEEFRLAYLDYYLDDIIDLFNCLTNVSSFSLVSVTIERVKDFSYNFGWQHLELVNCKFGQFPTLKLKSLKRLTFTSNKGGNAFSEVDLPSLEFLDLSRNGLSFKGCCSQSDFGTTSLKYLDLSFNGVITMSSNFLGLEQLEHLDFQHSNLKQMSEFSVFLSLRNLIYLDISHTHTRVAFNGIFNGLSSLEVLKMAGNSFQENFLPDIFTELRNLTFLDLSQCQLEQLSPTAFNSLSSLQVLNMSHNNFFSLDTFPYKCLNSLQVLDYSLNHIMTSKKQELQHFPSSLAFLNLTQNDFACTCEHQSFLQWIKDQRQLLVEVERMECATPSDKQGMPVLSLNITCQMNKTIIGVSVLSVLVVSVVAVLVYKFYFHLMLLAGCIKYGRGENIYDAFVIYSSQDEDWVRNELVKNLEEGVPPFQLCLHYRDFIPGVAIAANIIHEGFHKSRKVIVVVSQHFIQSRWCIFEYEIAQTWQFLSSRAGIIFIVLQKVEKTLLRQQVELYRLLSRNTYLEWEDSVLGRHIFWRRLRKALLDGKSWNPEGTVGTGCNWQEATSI
Target sequence (Q99836 whole entry, looked up): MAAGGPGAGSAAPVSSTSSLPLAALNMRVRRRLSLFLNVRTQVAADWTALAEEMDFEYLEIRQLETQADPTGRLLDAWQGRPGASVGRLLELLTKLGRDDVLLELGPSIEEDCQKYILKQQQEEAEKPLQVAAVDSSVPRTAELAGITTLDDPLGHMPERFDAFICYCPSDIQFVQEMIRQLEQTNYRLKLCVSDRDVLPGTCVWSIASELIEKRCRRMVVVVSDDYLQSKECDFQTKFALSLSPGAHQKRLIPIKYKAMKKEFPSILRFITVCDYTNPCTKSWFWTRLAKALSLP
RAM network inh: blocks the yeast RAM network | 1.8% of 190,000 active | inhibition, % at 50 µM | S. cerevisiae dse1pr::URA3 reporter, 5-FOA growth OD615, 2 d; analog-sensitive cbk1-as2 kinase mutant strain;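 active means inhibition above a set limit, 3 SD over mean compound inhibition, cut at about 8.4% in these data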;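 further: 0% = DMSO-only wells with no growth and 100% = 10 µM 1-NA-PP1 full growth; inhibition rescues growth on 5-FOA so higher OD means more RAM inhibition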
PMI act: activators of human phosphomannose isomerase. P34949. purified human PMI, coupled resazurin fluorescence, 20 min; hits give high values; 1 = vehicle control, 0 substrate-free wells. AID 1214. activation factor at 20 µM. 0.005% of 190,000 active;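 active means activation factor of 2 or more at 20 µM, relative to plate controls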
* = called active by the depositor; x = not tested or not shown. Unless noted, no stated cut-off is given here; in the data, active means inhibition above about 50%; inactive means the rest.

SMILES	DTT redox prof	Hsp70 act	PMI act hi M6P	Diaphorase inh	Diaphorase act	G6PDH CS	S1P3 antagonist	L major viab	TLR4 MyD88 comp	RAM network inh	PMI act
CCOCCn1c(CN2CCN(c3cccc(Cl)c3)CC2)nc2c1c(=O)n(C)c(=O)n2C	-1.3	-0.3	1	15.3	0.8	1.2	-11.6	9.0	-13.4	-1.0	0.9
CCN(CC)CCCN(C(=O)c1ccco1)c1nc(-c2ccc(C)cc2)cs1	0.2	-0.3	0.9	9.3	0.9	4.1	2.7	71.7*	-7.0	-1.5	0.9
Cc1ccc(N(CC(=O)NCc2ccco2)C(=O)CCC(=O)Nc2ccccn2)cc1C	-11.1	0.3	1.1	12.3	0.9	12.1	13.6	3.1	14.3	-0.1	1.1
Cc1ccccc1C(=O)Nn1cnc2ccccc2c1=O	0.7	-0.3	1.1	-11.3	1.1	0.3	5.4	-1.5	-11.6	0.1	1.1
Cc1occc1C(=O)N1CCCC(CCC(=O)NCc2ccc(F)c(F)c2)C1 (stereo unspecified)	1.1	-0.1	1.1	17.4	0.8	16.7	-2.4	2.2	-6.8	0.5	1
O=C1c2ccccc2C(=O)N1CC1=NCCc2ccccc21	0.2	-0.1	1	18.4	0.8	2.7	1.2	-2.5	1.8	0.9	1.1
COc1ccc(-c2cc3ccc(OCc4nn[nH]n4)cc3oc2=O)cc1OC	2.1	-0.5	1	13.0	0.9	-4.3	-5.6	-2.7	-7.7	5.7	1.1
CCN(CC)S(=O)(=O)c1ccc(/C=C/C(=O)Nc2ccc(F)c(F)c2F)cc1	-0.1	-0.3	1	5.1	0.9	4.0	-3.3	88.6*	2.4	4.0	1
CN(c1cccc(NC(=O)CCSc2ccccc2)c1)S(C)(=O)=O	0.6	-0.4	0.9	11.0	0.9	-2.6	-26.7	-3.9	0.8	1.7	0.9
O=C1CCc2cc(S(=O)(=O)N3CCN(c4cccc(C(F)(F)F)c4)CC3)ccc2N1	1.5	0.1	0.9	10.4	0.9	2.6	-62.8	-5.9	11.1	4.1	0.9
CCOC(=O)N1CCC(NC(=O)C2CCN(S(=O)(=O)c3cccs3)CC2)CC1	0.2	-0.4	1	3.2	1	1.3	x	1.2	-4.2	0.9	0.9
Cc1ccc2c(c1)sc(=NC(=O)c1cccs1)n2C	-1.3	-0.4	0.9	13.2	0.9	1.2	3.1	1.1	12.3	1.4	0.9
CCc1ccc(N2C(=O)CC(c3ccc(F)cc3)C3=C2COC3=O)cc1 (stereo unspecified)	0.7	0.4	1	11.7	0.9	1.7	-4.4	-1.0	-4.0	3.0	1
CCN1CCN(S(=O)(=O)c2cccs2)CC1	0.4	0.0	1.1	8.6	0.9	9.8	x	-0.1	-14.3	1.9	1
CCOc1ccccc1OCC(=O)Nc1nnc(C)s1	-0.2	-0.3	0.9	12.8	0.9	-19.2	-0.1	-2.1	-14.8	0.8	0.9
COc1ccccc1OCC(=O)Sc1ccc(C)cc1	1.1	-0.2	0.9	28.7	0.7	-1.3	4.7	29.2	-17.6	-1.4	0.9
O=c1oc2ccccc2cc1-c1cn2ccccc2n1	0.3	-0.6	1	18.9	0.8	10.3	-4.4	-3.2	-14.5	0.6	1.3
Cn1cc(/C=C2/SC(=O)N(CC(=O)Nc3ccc4c(c3)OCO4)C2=O)c2ccccc21	1.5	-0.1	1	4.0	1	-1.8	x	-4.1	0.0	4.3	1
CC(C)(C)NC(=O)NC(=O)Cn1ccsc1=N	-0.4	0.1	1	11.4	0.9	-7.7	4.5	-2.7	10.7	3.9	0.9
CCCc1cc(-c2nc(-c3ccc(Br)cc3)cs2)ccn1	-0.3	-0.6	1.1	11.1	0.9	6.4	11.2	60.0*	-13.5	-1.1	1
Cc1cc(C)cc(NC(=S)NCc2ccc3[nH]c4c(c3c2)CCCC4)c1	1.1	0.0	1	2.1	1	9.5	1.8	24.6	8.2	3.0	1
O=C1CC(c2ccccc2)=NN1c1ccc([N+](=O)[O-])cc1	0.1	-0.3	1.1	20.4	0.8	8.6	-14.4	-2.7	7.1	5.2	1.1
Cc1cccc(NC(=O)C2CCCN(S(=O)(=O)c3cccc4nsnc34)C2)n1 (stereo unspecified)	2.0	-0.1	1	11.9	0.9	-0.3	-33.8	2.7	-7.2	0.2	1
CC(=O)N(C)c1ccc(OCC(O)COc2ccc(N(C)C(C)=O)cc2)cc1	0.9	0.5	1.1	1.2	1	1.3	x	-3.2	-12.0	0.8	1
O=C(Cn1c(=O)sc2ccccc21)Nc1ccc(O)cc1	-1.9	-0.4	1	-6.8	1.1	0.7	-14.1	-1.0	-7.6	1.2	1.1

Profiles, looked up by structure. Values in the order: DTT redox prof	Hsp70 act	PMI act hi M6P	Diaphorase inh	Diaphorase act	G6PDH CS	S1P3 antagonist	L major viab	TLR4 MyD88 comp	RAM network inh	PMI act
Listed for Cc1occc1C(=O)N1CCCC(CCC(=O)NCc2ccc(F)c(F)c2)C1 (stereo unspecified) = 1.1	-0.1	1.1	17.4	0.8	16.7	-2.4	2.2	-6.8	0.5	1
Listed for CCOC(=O)N1CCC(NC(=O)C2CCN(S(=O)(=O)c3cccs3)CC2)CC1 = 0.2	-0.4	1	3.2	1	1.3	x	1.2	-4.2	0.9	0.9

The main list resumes, repeating the 3 entries before the break.
SMILES	DTT redox prof	Hsp70 act	PMI act hi M6P	Diaphorase inh	Diaphorase act	G6PDH CS	S1P3 antagonist	L major viab	TLR4 MyD88 comp	RAM network inh	PMI act
Cc1cccc(NC(=O)C2CCCN(S(=O)(=O)c3cccc4nsnc34)C2)n1 (stereo unspecified)	2.0	-0.1	1	11.9	0.9	-0.3	-33.8	2.7	-7.2	0.2	1
CC(=O)N(C)c1ccc(OCC(O)COc2ccc(N(C)C(C)=O)cc2)cc1	0.9	0.5	1.1	1.2	1	1.3	x	-3.2	-12.0	0.8	1
O=C(Cn1c(=O)sc2ccccc21)Nc1ccc(O)cc1	-1.9	-0.4	1	-6.8	1.1	0.7	-14.1	-1.0	-7.6	1.2	1.1
Cn1c(=O)c2cc(S(=O)(=O)NC(C(=O)Nc3cccnc3)c3ccccc3)ccc2n(C)c1=O (stereo unspecified)	-0.2	-0.3	1.1	15.0	0.8	6.3	-14.0	-4.3	-5.0	-0.6	1
CCN(C(=O)c1ccc(C)c(Br)c1)c1ccccc1	-0.2	-0.4	0.9	8.3	0.9	-1.0	4.0	16.6	-1.5	-0.1	1
COc1ccc(/C=C(/C#N)C(=O)NC2CCCCC2)cc1Br	3.5	0.0	1	-6.8	1.1	3.5	x	-2.1	10.7	5.7	1
CN(C)C(=O)CSc1cnc2ccccc2n1	-1.1	-0.1	1	5.1	0.9	6.1	-0.9	5.7	-0.2	1.2	1
CCNC(=O)CSc1nc2cc([N+](=O)[O-])ccc2n1-c1cccc(C(F)(F)F)c1	0.7	-0.4	0.9	13.1	0.9	-9.5	-13.0	-1.7	3.5	5.9	0.9
Cc1ccc(-c2ccc(CCC(=O)O)n2Cc2ccco2)cc1	0.1	-0.3	1	9.3	0.9	5.6	x	7.4	-4.6	-0.1	1
CC1CCN(C(=O)Cn2c(=O)oc3ccccc32)CC1	-1.5	-0.2	1	1.3	1	1.6	-20.0	-5.9	2.1	3.2	1
O=C1c2ccccc2NC2(CCCCC2)N1N=C1CCCCC1	0.2	-0.2	1	7.5	0.9	9.8	12.1	-0.5	-2.6	0.1	1
Cc1ccc(C(NC(=O)N2CCCC2)C(Cl)(Cl)Cl)cc1F (stereo unspecified)	0.1	-0.1	1.1	6.8	0.9	5.4	9.7	-2.3	-1.8	4.2	1
N#C/C(=C\c1cccn1-c1ccccc1)C(=O)NC1CCCCC1	0.1	-0.2	1	3.0	1	2.2	3.3	3.8	1.1	5.5	1
O=C(c1noc2c1CCCC2)N1CCc2c([nH]c3ccccc23)C1c1ccccn1 (stereo unspecified)	0.5	-0.3	0.9	6.6	0.9	7.6	-4.2	16.4	-13.9	-0.4	0.8
Cc1nn(Cc2ccc(F)cc2)c(C)c1NC(=O)c1noc2c1CCc1ccccc1-2	-0.9	-0.2	0.8	23.2	0.8	-12.6	x	-8.8	-7.0	1.6	0.8
Cc1cc(=O)[nH]c(N/N=C/c2ccc(C)o2)n1	0.7	-0.5	0.9	7.0	0.9	1.7	1.9	-3.8	8.5	1.4	1
CCc1ccc(Nc2nnc(SCC(=O)NCCN3C(=O)CSC3=O)s2)cc1	0.2	-0.3	1	4.3	1	6.2	-16.1	23.7	2.8	2.9	1.1
Cc1ccc(-n2c(N)c(C(=O)N3CCN(C)CC3)sc2=S)cc1	0.8	-0.2	1	8.8	0.9	-18.0	x	8.6	6.2	0.3	1
Nc1nc(SCc2ccc(Br)cc2)[nH]c(=O)c1-c1ccccc1	-1.8	0.5	1.1	-13.1	1.1	8.4	-12.1	14.6	-8.0	5.5	1
NC(=S)Nc1cccc2cnccc12	1.2	-0.3	0.9	17.8	0.8	-12.8	x	-7.2	-2.1	1.3	0.8
CCOc1ccc(N=c2oc3cc(O)ccc3cc2C(=O)NCC2CCCO2)cc1 (stereo unspecified)	-1.8	0.1	1	5.6	0.9	-2.1	x	3.5	-6.0	4.3	0.9
COc1ccc(N2CCN(CCNC(=O)c3nnc(Cc4c(F)cccc4Cl)o3)CC2)cc1	0.1	-0.1	1	10.6	0.9	-1.7	14.6	2.9	-8.8	1.1	0.9
COc1ccc(-c2nc(N)n(S(=O)(=O)c3ccc(C)cc3)n2)cc1	-0.3	-0.3	0.9	22.8	0.8	-0.7	9.6	8.0	-5.2	-0.5	1
Cc1ccc(C(=O)CCC2CCCCC2=O)cc1 (stereo unspecified)	0.1	-0.2	1	5.3	0.9	-0.8	x	-0.7	1.1	0.9	1
Cc1c(NC(=O)CN2CCCC(C)C2)ccc2nsnc12 (stereo unspecified)	-0.8	-0.2	0.9	11.5	0.9	5.8	-4.4	1.0	-4.3	0.5	1

2 of these compounds, set out differently:
Values in the order: DTT redox prof | Hsp70 act | PMI act hi M6P | Diaphorase inh | Diaphorase act | G6PDH CS | S1P3 antagonist | L major viab | TLR4 MyD88 comp | RAM network inh | PMI act
- N#C/C(=C\c1cccn1-c1ccccc1)C(=O)NC1CCCCC1
→ 0.1 | -0.2 | 1 | 3.0 | 1 | 2.2 | 3.3 | 3.8 | 1.1 | 5.5 | 1
- O=C(c1noc2c1CCCC2)N1CCc2c([nH]c3ccccc23)C1c1ccccn1 (stereo unspecified)
→ 0.5 | -0.3 | 0.9 | 6.6 | 0.9 | 7.6 | -4.2 | 16.4 | -13.9 | -0.4 | 0.8
